Screening results deposited in PubChem by National Center for Advancing Translational Sciences (NCATS).
uPA surface inh – inhibitors of cell surface uPA generation. Potency, µM (titrated, usually from 38.3 µM), for inactives: at the top dose activity change, negative = inhibition, hits mostly inhibitors. 0.31% of 330,000 active. cell surface uPA generation assay, qHTS; active = well fitted inhibition curve with a large enough effect; inconclusive = small, poorly fitted or top-dose-only effect; inactive = no such curve, though single readings can be large or run the other way; tested in mouse RAW 264.7 cells; note: potency is the fitted concentration of half-maximal effect; nearly all actives have a fitted effect of over 55% in size
hERG WT inh – KCNH2 (human, wildtype) channel inhibition; 0.37% of 340,000 active; AID 720551; U2OS, BacMam KCNH2, thallium flux FluxOr; hits give low values; Q12809; activity change, % at 1.84 µM;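 active = maximum activity change below -70%; inconclusive = maximum activity change between -70% and -50%; inactive = maximum activity change above -50%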
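U2OS cells were transduced with wild-type KCNH2 virus (2.03 x 10^8 / mL) for 4 h at room temperature, then cultured overnight at 37 C. Thallium flux was read with FluxOr dye. Rate constants were normalized to DMSO controls.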
PKM2 act – PKM2 (human) enzyme activation | P14618 | purified PKM2, Kinase-Glo ATP luminescence, activation; response scale: 0% is enzyme alone, no compound | Potency, µM (top dose mostly 57.5 µM), without a hit: at the highest dose activation, most hits filed as activators | 0.34% of 260,000 active | AID 1631; note: potency is the fitted concentration of half-maximal effect; nearly all actives have a fitted effect of over 55% in size
Target sequence (P14618 whole entry, looked up): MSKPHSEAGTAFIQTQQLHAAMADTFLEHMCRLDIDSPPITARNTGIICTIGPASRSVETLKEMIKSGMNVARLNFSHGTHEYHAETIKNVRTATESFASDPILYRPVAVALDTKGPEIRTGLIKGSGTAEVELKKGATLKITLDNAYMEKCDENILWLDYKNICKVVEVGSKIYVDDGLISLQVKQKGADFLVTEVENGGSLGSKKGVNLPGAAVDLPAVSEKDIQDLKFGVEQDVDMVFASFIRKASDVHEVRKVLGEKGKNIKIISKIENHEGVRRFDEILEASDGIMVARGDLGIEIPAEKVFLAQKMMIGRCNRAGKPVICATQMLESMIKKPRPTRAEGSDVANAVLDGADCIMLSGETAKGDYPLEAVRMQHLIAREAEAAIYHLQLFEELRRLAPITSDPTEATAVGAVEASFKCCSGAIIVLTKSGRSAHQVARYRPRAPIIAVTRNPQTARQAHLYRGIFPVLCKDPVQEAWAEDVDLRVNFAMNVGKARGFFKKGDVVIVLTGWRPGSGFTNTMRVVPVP
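hPK-M2, >95% pure; 0.1 mM ADP / 0.5 mM PEP final; imidazole pH7.2 buffer w/ 7 mM MgCl2, 50 mM KCl; 1 h RT; Kinase-Glo lum. Intermediate enzyme activity for dual inhibitor/activator qHTS.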
B2AR arrestin – recruits beta-arrestin to the human beta2-adrenergic receptor; beta-arrestin recruitment to beta2AR, cell-based reporter; AID 492947; P07550; Potency, µM (highest dose often 46.1 µM), for the others: at the highest dose activation, hits mostly activators; 0.02% of 330,000 active;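 note: potency is the fitted concentration of half-maximal effect; 0% = DMSO controls and full agonism = EC100 isoproterenol or metaproterenol; nearly all actives have a fitted effect of over 65% in size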
Eya2 phos inh – inhibitors of human Eya2 phosphatase activity | recombinant Eya2, OMFP fluorescence dephosphorylation (OMFP is methylfluorescein phosphate) | Potency, µM (titrated, usually from 76.9 µM), inactives show at the top dose activity, negative = inhibition, most hits filed as inhibitors | 0.006% of 330,000 active; note: potency is the fitted concentration of half-maximal effect
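Eya2 protein (added as 0.2 uM solution) was preincubated with compound for 10 min at ambient temperature in 50 mM HEPES pH 7.5, 50 mM NaCl, 5 uM MgCl2, 0.05% BSA, 1 mM DTT. OMFP (added at 50 uM) then reacted 10 min; fluorescence read at 485/525 nm.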
GALK inh – galactokinase (human) inhibition | Purified GALK, Kinase-Glo residual ATP luminescence | Potency, µM (series often up to 57.5 µM), for the others: top-dose activity change, negative = inhibition, hits mostly inhibitors | 0.007% of 270,000 active | AID 1868; note: potency is the fitted concentration of half-maximal effect
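Galactose (100 uM) and ATP (35 uM) were turned over by 5 nM GALK for 1 h at RT. Kinase-Glo Plus then converted the remaining ATP into a luminescent signal.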
KCNH2 3.1 inh – inhibitors of human KCNH2 3.1 potassium channel isoform | 0.95% of 340,000 active | U2OS KCNH2 3.1, thallium flux FluxOr; hits give low values | AID 720553 | activity change, % (tested at about 1.8 µM);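 active = maximum activity change below -70%; inconclusive = maximum activity change from -70% to -50%; inactive = maximum activity change above -50%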;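 note: thallium influx rate constant from kinetic fluorescence after stimulation buffer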
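Thallium flux read-out: FluxOr dye with Red40 quencher in HBSS/HEPES, 45 min at RT. Rate constants from kinetic reads were normalized to positive and negative DMSO controls. Cells: U2OS virally expressing the 3.1 isoform.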
Chronic BCR inh – inhibitors of chronic active B-cell receptor signaling; ABC-DLBCL IkBa-CBG/CBR reporter, luminescence ratio, 4 h; Potency, µM (highest dose often 46.1 µM), inactives show at the highest dose ratio change, negative = lower green/red ratio, usual class: inhibitors; 0.05% of 340,000 active; active = well fitted inhibition curve with a large enough effect in the signal ratio, with a control signal flat, not every such curve was filed as active; inconclusive = small, poorly fitted or top-dose-only effect, or effect the other way, or a change in a side signal; the % refers to the signal ratio;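 note: potency is the fitted concentration of half-maximal effect; plate controls were basal doxycycline-induced cells for no effect and cells given 10 µM MG132 for full effect; MG132 reads +100%, hits lower the ratio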
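Concentration-response series (up to 46 uM) were applied to TMD8 dual-reporter cells for 4 h at 37C with doxycycline. Green/red ratio, after filter-overlap correction, defined %Activity; red signal alone was normalised to basal cells and zero luminescence.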
FBPA coupling cs – coupling enzyme interference in Giardia aldolase counter-screen; coupling enzyme system counterscreen, AmpLite Red fluorescence; activity change, negative = inhibition, % at 58.2 µM, hits read low; 0.67% of 290,000 active; AID 2472; in the data active = activity change below about -30%
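Activity here indicates interference with the coupling reaction, not aldolase inhibition. Compounds at 57.5 uM final met coupling enzymes for 10 min at RT; substrate and AmpLite Red detection followed, with a 525/598 nm fluorescence read after 20 min.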
USP2a inh – inhibitors of human ubiquitin-specific protease USP2a. Potency, µM (doses to about 38.3 µM), inactives show at the highest dose activity change, negative = inhibition, actives largely listed as inhibitors. AID 463254. 0.01% of 330,000 active. USP2 core, Ub-CHOP2 coupled fluorogenic reporter, 485/531;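 note: potency is the fitted concentration of half-maximal effect; plate controls were DMSO wells for no effect and full inhibition by NEM control for full effect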
Target sequence (O75604 whole entry, looked up): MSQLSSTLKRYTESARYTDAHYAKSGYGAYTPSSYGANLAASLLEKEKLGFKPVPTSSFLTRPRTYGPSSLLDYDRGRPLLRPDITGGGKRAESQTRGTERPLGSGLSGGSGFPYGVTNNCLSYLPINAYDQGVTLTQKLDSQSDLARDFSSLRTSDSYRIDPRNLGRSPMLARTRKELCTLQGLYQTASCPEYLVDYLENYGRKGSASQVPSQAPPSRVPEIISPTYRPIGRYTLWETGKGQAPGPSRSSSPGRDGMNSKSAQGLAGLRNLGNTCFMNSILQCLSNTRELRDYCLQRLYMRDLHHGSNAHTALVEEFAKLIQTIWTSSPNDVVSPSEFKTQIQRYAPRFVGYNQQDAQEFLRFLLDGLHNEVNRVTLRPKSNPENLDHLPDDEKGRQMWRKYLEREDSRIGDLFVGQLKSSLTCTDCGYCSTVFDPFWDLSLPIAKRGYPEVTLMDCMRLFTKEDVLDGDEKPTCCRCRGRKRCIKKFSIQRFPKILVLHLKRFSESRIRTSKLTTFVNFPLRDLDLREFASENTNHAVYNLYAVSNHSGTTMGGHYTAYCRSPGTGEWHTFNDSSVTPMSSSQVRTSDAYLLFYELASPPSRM
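USP2 core (10nM final) preincubated 30min RT with compound in 20mM Tris-HCl pH 8.0, 2mM CaCl2, 2mM beta-mercaptoethanol, 0.05% CHAPS; 25nM Ub-CHOP2 plus 25nM reporter substrate added, fluorescence (Ex485/Em531) read after 60min.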
Giardia kill – kills Giardia lamblia; Giardia lamblia trophozoite viability; activity change, % at 7.66 µM, hits read low; 0.15% of 340,000 active; AID 540267; in the data active = activity change below about -80%; inconclusive = between about -30% and that limit;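 note: parasites exposed to compound for two days anaerobically before the ATP read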
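Giardia lamblia trophozoites (100 cells/well) were incubated with compounds for 48 h at 37 deg C under anaerobic conditions. Viability was read as ATP content by one-step luminescence after 15-30 min at room temperature.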
Active calls of the source: *; ? = inconclusive; . = no result given; & = joins results of further samples; [ ] = another dose, or the depositor's remark. Unless noted, calls come from the whole dose curve; as a rule, active = well fitted curve in the direction sought with a large enough effect; inconclusive = small, poorly fitted or top-dose-only effect, or another doubt; inactive = no such curve, though single readings can be large; an effect the other way counts as inactive or inconclusive. Unless noted, % is set by controls: 0 for no effect and ±100 for the full control effect.

No.	Structure	Eya2 phos inh	Giardia kill	Chronic BCR inh	B2AR arrestin	hERG WT inh	USP2a inh	uPA surface inh	KCNH2 3.1 inh	GALK inh	PKM2 act	FBPA coupling cs
1	O=C(c1cc([N+](=O)[O-])ccc1Cl)N1CCN(c2ccccc2)CC1	-3%	-10	9%	-0.5%	2	1%	0%	2	-3%	0%	8
2	O=C(Cn1c(=O)n(Cc2ccc3c(c2)OCO3)c(=O)c2ccccc21)N1CCCc2ccccc21	1%	-6	0%	0.1%	16	-3%	4%	-5	2%	8%	1
3	CC(C)CCNC(=O)CN1N=C(c2ccc(Cl)cc2)CCC1=O	13%	-24	-11%&1%	-1.5%	-1	0%	0%	-4	-2%	.	-1
4	Cc1ccccc1-c1nnc(SCC(=O)Nc2cccnc2Cl)o1	3%	?	-4%	-1.9%	1	1%	-13%	25	.	.	.
5	C(=N\Nc1ccccn1)/c1ccc(N2CCOCC2)cc1	1%	9	?	-0.3%	-13	1%	-6%	2	3%	-13%	-1
6	COc1ccc(Nc2nc3c(C)cccn3c(=O)c2C=O)cc1	3%	-8	3%	0.0%	-2	-1%	0%	0	1%	.	-1
7	CCC(=O)NCCn1ccc2ccccc21	8%	8	-1%	-1.0%	-140*	0%	-1%	-5	0%	1%	2
8	CCC(CC)C(=O)c1c[nH]c(C(=O)NCc2ccc(F)cc2)c1	5%	-9	-1%	-0.4%	14	4%	14%	5	-6%	.	1
9	CC(=O)Nc1ccc(/C=N/N2C(=O)NC(C)(c3ccc(OC(F)F)cc3)C2=O)cc1 (configuration not stated)	0%	23	?	0.0%	3	9%	-5%	7	-1%	13%	4
10	CC(/C=C/c1ccccc1)NC(N)=O (configuration not stated)	0%	-6	-9%	-0.6%	-6	-4%	-15%	7	6%	-1%	2
11	N#CCCn1cc(/C=N/O)c(-c2ccc(Cl)cc2)n1	2%	10	-10%	-0.5%	11	0%	.	16	-1%	-11%	.
12	COc1ccccc1NC(=O)c1ccc(CS(=O)(=O)c2ccc(C)cc2)cc1	2%	11	?	0.0%	-11	1%	12%	10	0%	0%	-3
13	CN1CCCN(C(=O)c2ccc(Cl)cc2)CC1	10%	8	10%	-0.4%	9	0%	-3%	3	0%	1%	-2
14	COC(=O)c1oc2c(c1C)C1(CCC2)SCCS1	10%	-4	?	-1.8%	-9	3%	6%	-7	0%	-5%	0
15	Cc1ccc(C(=O)Nc2c(C)cc(C)c3cccnc23)cc1	-23%	-1	6%	-0.6%	?	5%	6%	7	-1%	-1%[11.5 µM]	-5

Quoted at random: 2 records from the list.
No.	Structure	Eya2 phos inh	Giardia kill	Chronic BCR inh	B2AR arrestin	hERG WT inh	USP2a inh	uPA surface inh	KCNH2 3.1 inh	GALK inh	PKM2 act	FBPA coupling cs
3	CC(C)CCNC(=O)CN1N=C(c2ccc(Cl)cc2)CCC1=O	13%	-24	-11%&1%	-1.5%	-1	0%	0%	-4	-2%	.	-1
4	Cc1ccccc1-c1nnc(SCC(=O)Nc2cccnc2Cl)o1	3%	?	-4%	-1.9%	1	1%	-13%	25	.	.	.

(cont.)
No.	Structure	Eya2 phos inh	Giardia kill	Chronic BCR inh	B2AR arrestin	hERG WT inh	USP2a inh	uPA surface inh	KCNH2 3.1 inh	GALK inh	PKM2 act	FBPA coupling cs
16	N#CCCn1cc(CNCc2ccccc2)c(-c2cccc([N+](=O)[O-])c2)n1	-2%	-9	0%	-0.2%	7	3%	1%	-4	10%	-2%	0
17	CN1CCCC(OC(=O)c2ccc(Cl)cc2)C1 (configuration not stated)	14%	-13	7%	0.2%	6	-4%	3%	2	1%	-7%	1
18	O=C(CSc1nc2ccccc2c(=O)n1CCCN1CCOCC1)Nc1ccccc1OC(F)F	0%	1	0%	2.4%	30	0%	-8%	4	.	.	.
19	CCn1c(=N)n(CC(=O)C(C)(C)C)c2ccccc21	-42%	5	15%	-0.2%	13	-5%	-13%	14	-1%	-14%	-8
20	CC(c1ccon1)N(C)C(=O)c1ccc2nc(Cc3cccc(Cl)c3)oc2c1 (configuration not stated)	9%	7	-14%	-0.4%	-9	-9%	-2%	6	7%	.	.
21	Cc1ccc2cc(C(c3nnnn3Cc3ccccc3)N3CCc4ccccc43)c(=O)[nH]c2c1C (configuration not stated)	-12%	-19	?	-0.2%	0	-10%	2%	6	3%	4%	-23
22	Cc1cccnc1NC(=O)c1cccc(NC(=O)CC2SC(N3CCCCC3)=NC2=O)c1 (configuration not stated)	8%	-4	-6%	-0.2%	20	3%	0%	8	.	.	.
23	COc1ccc([C@H]2CC(=O)C=C(c3cccc(CO)c3)C2)cc1OC	-12%	-21	-2%	-0.5%	2	-1%	11%	-22	.	.	.
24	CC(C)(C)NC(=O)N1CCCN(c2ccc(C(F)(F)F)cn2)CC1	-1%	-6	-8%	-0.5%	0	1%	0%	-6	1%	1%	3
25	Cc1c(C(=O)Nc2ccc(F)cc2)oc2ccc(S(=O)(=O)N3CCCC3)cc12	-1%	-20	?	-0.9%	-11	0%	13%	1	.	1%	0
26	C[n+]1ccc(C(=O)N/N=C/c2ccco2)cc1	3%	-21	-6%	0.0%	0	0%	3%	-12	1%	-4%	-7
27	COCCNC(=O)C(c1ccc(C)o1)N(Cc1ccc(F)cc1)C(=O)Cn1nnc2ccccc21 (configuration not stated)	9%	9	-24%	-0.9%	-7	0%	-1%	-4	-4%	-3%	-6
28	CC(C)CC(=O)NNC(=S)Nc1ccc(S(N)(=O)=O)cc1	6%	-17	0%	-0.5%	1	0%	3%	15	-2%	-4%	0
29	O=C(Oc1ccc(OC(=O)N2CCCCC2)cc1)c1ccccc1	-29%	6	-3%	-0.1%	-29	0%	-9%	-18	-1%	1%	-1
30	COc1ccc(N2CCN(C(=O)c3cc(-c4cccs4)nc4ccccc34)CC2)cc1	-21%	-1	2%	0.4%	1	-6%	-6%	-8	11%	-1%	1
31	O=C(COC(=O)C1(c2cccc(F)c2)CCCC1)NCc1ccc2c(c1)OCO2	-19%	-8	?	0.4%	4	-1%	1%	7	-1%	2%	-4
32	O=C(c1nc2ccccc2s1)N1CCN(c2ccccn2)CC1	-9%	13	-24%	0.1%	-3	-1%	-11%	-21	-1%	0%	1
33	CC(Cc1cccs1)NC(=O)c1cccc(Cl)c1 (configuration not stated)	-10%	18	?	-0.7%	-4	0%	2%	.	1%	5%	1
34	COc1cccc(C2/C(=C(/O)c3ccc4c(c3)CC(C)O4)C(=O)C(=O)N2CC2CCCO2)c1 (configuration not stated)	-6%	0	-6%	-0.1%	3	4%	-3%	5	1%	.	.
35	COc1ccc(Cl)cc1N(CC(=O)N1CCCCC1)S(C)(=O)=O	4%	-1	3%	-1.4%	-1	0%	3%	1	1%	10%	6
36	CCN(CC)c1ccc(/C=C(/C#N)c2nc3ccccc3[nH]2)c(OC(C)C)c1	?	-3	?	-0.2%	-21	?	10µM*	-31	-7%	6%	-10
37	Cc1ccc(-c2cc(-c3nnc(SCC(=O)N(C)CCC#N)n3N)c3ccccc3n2)cc1	-6%	7	4%	-0.3%	7	-1%	-4%	4	4%	3%	-4
38	CSCC[C@H](NS(=O)(=O)c1ccc(C)cc1)C(=O)N1CCC(C(=O)N[C@@H](C)C(=O)O)CC1	10%	3	-18%	-0.8%	-6	2%	-6%	-3	.	1%	2
39	CC(=O)c1ccc(N(C(=O)c2csnn2)C(C(=O)NC2CCCC2)c2ccccc2)cc1 (configuration not stated)	9%	24	?	-0.5%	-1	0%	-17%	2	-1%	.	-1
40	CC(=O)NN1C(=O)/C(=C2/Sc3ccc(Cl)cc3N2C)SC1=S	-21%	-11	0%	0.5%	8	1%	2%	11	0%	.	-1
41	Cc1ccc(NCc2nnc(SCC(N)=O)o2)c(C)c1	0%	3	-12%	0.1%	15	-2%	3%	23	1%	0%	2
42	COCc1cc(S(=O)c2ccc(Cl)cc2)nc(C)n1 (configuration not stated)	-2%	6	?	-0.4%	3	0%	5µM*	-16	-1%	3%	0
43	C=CCNC(=O)COc1ccc(S(=O)(=O)N2CCCC2)cc1	10%	-14	-1%	0.0%	3	4%	4%	3	-2%	4%	2
44	CCCC(=O)Nc1ccccc1N1CCN(C(=O)C(C)C)CC1	5%	3	-4%	-0.4%	-2	-1%	2%	-8	0%	1%	5
45	CCOC(=O)C1(Cc2cccc(Cl)c2)CCCN(C(=O)C2CC2)C1 (configuration not stated)	?	21	0%	0.4%	0	1%	0%	1	3%	-3%	0
46	COc1cc(OC)cc(C(=O)NCC(=O)N2CC=C(c3ccccc3)CC2)c1	-13%	10	?	-0.6%	4	1%	4.5µM*	0	.	.	.
47	COc1ccccc1/C=C/CN1CCCC(CCC(=O)NCc2ccc(F)c(F)c2)C1 (configuration not stated)	-6%	-6	-22%	0.1%	11	1%	-3%	?	9%	-4%	5
48	O=C(CC1C(=O)NCCN1Cc1ccc(F)cc1)NC1CCCCCCC1 (configuration not stated)	1%	-1	3%	0.1%	37	3%	0%	12	-7%	.	.
